Screening results: PubChem, National Center for Advancing Translational Sciences (NCATS)
FUS yeast rescue – rescues growth of FUS-expressing yeast; S. cerevisiae FUS-expressing, growth rescue, OD600, 24 h; AID 1347120; 0.24% of 390,000 active; Potency, µM (titrated, usually from 76.6 µM), without a hit: at the highest dose growth rescue (activation), hits mostly activators;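 also: plate controls were DMSO vehicle for no effect and reference control for full effect; nearly all actives have a fitted effect of over 55% in size; some results filed as inactive show a strong effect at the top dose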
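Quantitative HTS measuring growth restoration of FUS-toxic yeast. Galactose-induced cells (OD 0.005) were exposed 24hr at 30C to compounds at several concentrations, then absorbance at 600 nm was recorded.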
EPAC1 antag – antagonists of human EPAC1 | O95398 | AID 720709 | 0.14% of 360,000 active | EPAC1 GEF assay, Rap1b-BODIPY-GDP exchange fluorescence | Potency, µM (doses to about 115 µM), for inactives: top-dose activity change, negative = inhibition, usual class: inhibitors;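 also: plate controls were vehicle for no effect and positive control for full effect; nearly all actives have a fitted effect of over 50% in size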
Target sequence (O95398 whole entry, looked up): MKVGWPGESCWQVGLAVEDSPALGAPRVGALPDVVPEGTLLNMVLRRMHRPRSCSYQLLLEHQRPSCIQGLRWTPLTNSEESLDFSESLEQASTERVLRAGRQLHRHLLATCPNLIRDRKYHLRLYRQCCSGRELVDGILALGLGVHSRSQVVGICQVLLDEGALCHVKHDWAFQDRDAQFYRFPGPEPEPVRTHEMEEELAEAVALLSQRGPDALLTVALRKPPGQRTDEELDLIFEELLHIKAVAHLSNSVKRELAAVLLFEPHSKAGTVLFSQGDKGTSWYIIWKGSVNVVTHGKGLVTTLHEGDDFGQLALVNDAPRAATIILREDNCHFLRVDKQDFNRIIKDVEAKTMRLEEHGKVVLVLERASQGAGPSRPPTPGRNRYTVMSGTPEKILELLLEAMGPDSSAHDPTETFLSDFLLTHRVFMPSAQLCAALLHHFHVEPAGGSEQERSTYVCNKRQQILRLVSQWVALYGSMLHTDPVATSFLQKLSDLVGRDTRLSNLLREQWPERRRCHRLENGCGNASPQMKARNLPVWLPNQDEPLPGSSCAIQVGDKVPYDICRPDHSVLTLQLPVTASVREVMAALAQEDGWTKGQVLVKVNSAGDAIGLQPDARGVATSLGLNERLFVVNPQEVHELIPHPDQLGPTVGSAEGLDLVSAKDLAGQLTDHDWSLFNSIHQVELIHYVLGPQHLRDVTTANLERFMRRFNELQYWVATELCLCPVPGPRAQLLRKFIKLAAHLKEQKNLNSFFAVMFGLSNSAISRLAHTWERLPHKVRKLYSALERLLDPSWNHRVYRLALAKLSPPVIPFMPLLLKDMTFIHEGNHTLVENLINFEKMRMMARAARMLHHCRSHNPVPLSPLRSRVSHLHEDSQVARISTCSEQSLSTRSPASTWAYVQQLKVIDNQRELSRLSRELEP
EPAC2 antagonist – antagonists of human EPAC2; Q8WZA2; EPAC2 GEF exchange of Rap1B-BODIPY-GDP, fluorescence; Potency, µM (highest dose often 114 µM), inactives show at the top dose activity, negative = inhibition, usual class: inhibitors; 0.18% of 360,000 active; AID 720708; also: % is scaled to controls: 0 for no effect and ±100 for the full control effect; nearly all actives have a fitted effect of over 45% in size; many of its hits are not listed in these tables
PTHR1 ag – activates the human parathyroid hormone receptor PTHR1. 0.075% of 410,000 active. HEK293 GP2 PTHR1 cells, GloSensor cAMP luminescence, 1 h. Potency, µM (titrated, usually from 115 µM), inactives show top-dose activation, most hits filed as activators. Q03431; also: nearly all actives have a fitted effect of over 55% in size; some results filed as inactive show a strong effect at the top dose; inactives centre near -15; many of its hits are not listed in these tables
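HEK-293-derived GP2 cells expressing PTHR1 and a GloSensor cAMP reporter, 3,000/well, plated overnight, given luciferin plus IBMX (each 0.5 mM as added) for 1 h at 37 °C, then compound for 1 h at 37 °C. Luminescence was read after 15 min at room temperature.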
EPAC2 agonist – EPAC2 (human) agonism | Potency, µM (top dose mostly 154 µM), for inactives: top-dose activation, hits mostly activators | Q8WZA2 | EPAC2 activation, biochemical qHTS; response scale: 100% = 6.5 mM cAMP response | 0.079% of 360,000 active; also: nearly all actives have a fitted effect of over 50% in size
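Nucleotide exchange monitored as fluorescence drop when BODIPY-GDP leaves Rap1B. Reaction: 100 nM EPAC2, 250 nM RAP1B-BODIPY-GDP, 50 uM GDP, room temperature, kinetic read over 30 min. Activity expressed relative to 6.5 mM cAMP.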
EPAC1 ag – activates human EPAC1 exchange factor. O95398. EPAC1 agonist qHTS, biochemical assay; response scale: 100% = response to 6.5 mM cAMP. Potency, µM (series often up to 154 µM), for the others: at the top dose activation, most hits filed as activators. 0.073% of 360,000 active. AID 720707; also: nearly all actives have a fitted effect of over 60% in size
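Nucleotide exchange by EPAC1 (100 nM) on Rap1B–BODIPY-GDP (250 nM) in the presence of 50 uM GDP is tracked fluorescently at 480/540 nm over 30 min. Signals are normalized to a 6.5 mM cAMP control.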
TDP43 rescue – rescues yeast growth from TDP-43 toxicity. TDP-43 expressing yeast growth rescue, BacTiter-Glo, 24 h. Potency, µM (top dose mostly 46.1 µM), inactives show at the top dose growth rescue (activation), actives largely listed as activators. 1.8% of 410,000 active; also: % of control where 0% means no effect; nearly all actives have a fitted effect of over 50% in size
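Yeast cells expressing TDP-43 under galactose induction are exposed to compounds for 24 hr at 30 deg C. BacTiter-Glo luminescence measures growth, so protective compounds score as activators.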
aSyn yeast inh – rescues yeast growth from alpha-synuclein toxicity | 0.14% of 370,000 active | Yeast expressing alpha-synuclein, growth rescue, BacTiter-Glo, 24 h | AID 652106 | Potency, µM (doses to about 46.1 µM), for inactives: top-dose growth rescue (activation), usual class: activators; also: % of control where 0% means no effect; nearly all actives have a fitted effect of over 65% in size
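Readout is rescue of growth in alpha-synuclein-expressing yeast, so inhibitors of toxicity appear as activators. Growth after 24 hr at 30 deg C in galactose medium is quantified by luminescence.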
* = called active by the depositor; i = inactive; ? = inconclusive; · = no result given; & = joins results of further samples; [ ] = dose if it differs, or a comment. Calls follow the shape of the dose curve; as a rule, active = well fitted curve in the direction sought with a large enough effect; inconclusive = small, poorly fitted or top-dose-only effect, or another doubt; inactive = no such curve, though single readings can be large; an effect the other way counts as inactive or inconclusive. Potency is read from the fitted curve at half-maximal effect. An excerpt, so the mix of outcomes need not match the whole.

Molecule | FUS yeast rescue | EPAC1 antag | EPAC2 antagonist | PTHR1 ag | EPAC2 agonist | EPAC1 ag | TDP43 rescue | aSyn yeast inh
COc1ccc(-c2noc(C3CCCN(C(=O)c4ccccc4OC)C3)n2)cc1 (stereo not drawn) | 13.3% | 0.3% | -10.9% | -23.8% | 6.6% | -2.8% | -6.7%[1.82 µM] | 2.8%
O=C(c1cccc(F)c1)N1CCN(c2cccc(C(F)(F)F)c2)CC1 | 26.9% | -27.2% | -19.7% | 28.8% | -6.5% | -5.1% | 14.1µM* | 12.3%
CCCc1c(C)[nH]c2ccc(C(=O)O)cc2c1=S | 37.0% | -24.3% | -2.1% | i | -2.0% | -10.8% | 13.2% | 1.1%
CC(C)NS(=O)(=O)c1ccc(NC(=O)C(C)Oc2ccc(C(=O)c3ccccc3)cc2)cc1 (stereo not drawn) | 22.6% | -25.7% | -10.9% | -18.2% | 25.8% | -17.5% | 3.7% | -0.5%
COc1ccc(CCNC(=O)C(=O)NCC2OCCN2S(=O)(=O)c2ccc(OC)c(OC)c2)cc1OC (stereo not drawn) | 6.0% | -7.8% | 0.6% | -16.3% | -1.2% | -6.3% | 22.2% | ?
N#Cc1cc([N+](=O)[O-])cnc1NCC(O)CO (stereo not drawn) | -1.8% | 5.5% | 6.8% | i | -10.8% | -3.5% | -2.5% | -11.1%
COc1ccc(CCNC(=O)CCC(=O)c2cccs2)cc1OC | 8.6% | 1.9% | -5.3% | -37.6%[inhibitor] | -1.4% | 5.3% | 9.2% | 0.3%
CCOc1ccc(S(=O)(=O)NCc2ccccc2Cl)cc1C(N)=O | 3.3% | -24.2% | 1.0% | -6.1% | 4.5% | 5.1% | 0.4%[9.22 µM] | 0.1%&-0.5%
CCOc1cccc(C(=O)NC(=S)Nc2ccccc2)c1 | · | -28.3% | -0.9% | -2.3% | 24.3% | 11.5% | ? | -4.7%
O=C1Cc2ccccc2Sc2ccc(O)cc21 | 27.2% | ? | -5.9% | -27.9% | 2.9% | 8.4% | 0.0% | -7.5%
Cc1ccc(-n2c3c(cc(C(=O)NCc4ccco4)c2=O)C(=O)CC(C)(C)C3)cc1 | 26.8% | 8.2% | -0.6% | i | 5.8% | 0.6% | -11.0% | 1.8%
COc1ccccc1N1CCN(CC(O)c2ccccc2)CC1 (stereo not drawn) | 1.3% | 0.7% | 3.3% | -10.9% | 2.5% | 0.3% | -3.5% | -1.8%
Cc1ccc(OCc2nc(-c3ccccn3)no2)c(Br)c1 | 21.6% | 4.8% | 4.1% | -91.9%[inhibitor] | 14.1% | 3.3% | ? | 10.9%
CCC(C)(C)C(=O)Nc1ncc(S(=O)(=O)c2ccc([N+](=O)[O-])cc2)s1 | ? | -4.7% | -6.9% | -28.6% | 15.8% | 7.9% | 0.2% | 8.6%
C=CCn1cc(C(=O)OC)c(=O)c2cc(S(=O)(=O)N3CCCCCC3)ccc21 | 6.2% | 22.7% | 15.2% | i | 1.2% | -13.6% | -14.5% | -1.3%
Cc1ccc(NC(=O)CC(C(=O)O)c2ccccc2)cc1 (stereo not drawn) | · | 3.2% | -1.0% | -22.9% | 9.1% | -3.0% | -7.9% | 1.7%
C=CCOc1ccc2c(c1)CCC1C2CCC2(C)C(O)C(O)CC12 (stereo not drawn) | ? | -15.0% | 1.1% | -40.6%[inhibitor] | 1.0% | 13.3% | -85.7%[inhibitor] | ?
CCOC(=O)c1ccccc1NC(=O)COC(=O)CCCOc1ccccc1 | 29.9% | -23.7% | -2.3% | -23.7% | -6.1% | 1.2% | 5.8% | 0.5%
Cc1ccc(N(C(=O)Cn2nnc3ccccc32)C(C(=O)NCc2ccco2)c2cccnc2)cc1 (stereo not drawn) | 0.7% | 2.9% | 4.3% | i | -5.9% | 0.5% | 4.9% | -4.7%
CC(C)(C)c1cc(C(=O)NCC(=O)OCC(=O)c2cccc([N+](=O)[O-])c2)cc(C(C)(C)C)c1 | ? | -26.7% | -9.5% | i | -26.8% | -36.7%[inhibitor] | 2.0% | -16.0%
Cc1ccc(OC(=O)NC2CCS(=O)(=O)C2)cc1C (stereo not drawn) | -7.0% | 4.1% | 6.2% | i | 11.7% | 4.6% | -9.9% | -0.2%
O=C(CCNS(=O)(=O)c1ccccc1C(F)(F)F)N1CCN(C(c2ccccc2)c2ccccc2)CC1 | ? | -10.7% | -7.9% | i | 3.9% | 5.2% | 18.5% | 23.1%
C=CCN(c1ccccc1)S(=O)(=O)c1ccc2c(c1)N(C(C)=O)CCO2 | -3.4% | -1.0% | -9.3% | i | -2.9% | -2.1% | 3.7% | 1.5%
CCOc1cc(-c2nc3ccccc3s2)ccc1O | 13.8% | -17.7% | -10.2% | i | 13.6% | 0.1% | 12.6µM* | 3.2%
COc1ccc(NC(=O)COC(=O)COc2cccc3c2OC(C)(C)C3)cc1 | 14.8% | -24.9% | -14.5% | i | -5.8% | 4.0% | 17.0% | 7.5%
CCN(c1ccccc1)S(=O)(=O)c1ccc(Cl)c(NC(=O)CSc2nncn2C)c1 | 7.3% | -12.0% | -4.9% | i | 5.5% | 6.3% | 16.6% | -2.1%
Cc1cc(C)cc(Nc2cc(C)nc3ncnn23)c1 | -35.7% | -2.1% | -9.8% | -11.2% | 5.8% | 13.6% | 11.4% | -0.1%
Cc1ccc(NC(=O)CSCc2cc(=O)n3ccsc3n2)cc1 | 8.9% | 18.3% | 3.0% | -15.9% | 3.6% | 2.7% | 5.4% | -6.0%
CCCOc1ccc(C(=O)Nc2ccc(Cl)cn2)cc1 | -0.8% | -15.5% | 0.1% | -33.9% | 6.1% | -5.6% | 0.0% | -4.1%
Cc1ccccc1NC(=S)N1CCN(C(=O)c2ccco2)CC1 | 21.6% | 6.9% | 3.6% | i | 4.0% | 2.1% | -5.7%[0.397 µM] | 1.7%
COc1ccc(C2CC(=O)Oc3c(C(CCN4CCCCC4)c4ccc(N(C)C)cc4)c(OC)cc(OC)c32)cc1 (stereo not drawn) | 9.3% | 4.8% | 7.0% | i | -5.8% | -1.8% | 0.1% | 2.0%
Cc1ccc(SCC(=O)NCC2CCCO2)cc1 (stereo not drawn) | -48.4% | 9.4% | -5.9% | -3.6% | 4.9% | 10.7% | 20.8% | -9.7%
CCOC(=O)c1c(S(=O)(=O)NCC(=O)Nc2cccc(C)n2)c(C)n(C)c1C | 11.0% | -1.9% | -5.4% | i | 8.3% | 7.1% | 2.6% | 2.1%
COC(CC(=O)NNC(=S)Nc1ccccc1)OC | -19.0% | -7.4% | 3.5% | -0.7% | 6.2% | -0.3% | -4.4%[0.397 µM] | -3.8%
CCOc1cc(/C=C2\SC(=NC)N(C)C2=O)cc(Cl)c1OC(C)=O | -12.0% | -7.1% | -18.8% | -19.4% | 6.7% | 1.1% | 20.6% | 5.5%
CN(C)/N=C/c1ccc(N2CCOCC2)cc1 | -25.1% | 6.3% | 10.9% | -0.9% | 0.7% | -7.8% | 11.0% | -1.1%
CCOc1cc(/C=C(\C#N)C(=O)Nc2cccc(C(=O)O)c2)ccc1OCc1ccccc1Cl | ? | -22.0% | -26.9% | -9.3% | -2.5% | 8.5% | -11.7% | -14.0%
Cc1cccc(C)c1-n1c(C)cc(/C=N/NC(=O)CSc2ncccn2)c1C | · | -4.8% | -8.6% | -11.4% | 18.8% | 9.8% | 2.2% | 5.9%
O=C(CSc1nc2sc3c(c2c(=O)[nH]1)CCCC3)NCCO | -21.8% | -0.5% | 3.7% | -6.3% | 11.6% | -1.7% | 18.2% | -0.9%
C[C@H](CO)N1C[C@H](C)[C@@H](CN(C)S(=O)(=O)c2ccc(-n3cccn3)cc2)OCc2cnnn2CCCC1=O | -30.9% | 3.4% | 0.2% | -13.7% | 4.8% | 4.6% | 17.1% | -0.9%
Cc1ccc(OCC(=O)N2CC(C)OC(C)C2)c([N+](=O)[O-])n1 (stereo not drawn) | -14.1% | 7.1% | 15.1% | -16.4% | 4.4% | -1.1% | 20.3%[9.22 µM] | 0.8%
N#C/C(=C\C=C\c1ccccc1)C(=O)NCc1cccnc1 | 9.7% | 3.1% | 1.0% | -1.1% | 0.3% | -2.5% | -9.5% | 0.8%
CC(C)(C)N(NC(=O)Nc1ccccc1)C(=O)c1ccccc1 | 3.1% | -3.1% | 5.4% | -15.7% | -1.1% | -8.1% | 2.9% | -3.3%
COc1ccc(/C=C/c2c([N+](=O)[O-])c(=O)n(C)c(=O)n2C)cc1O | 10.1% | 0.0% | -0.4%[57.1 µM] | -67.1%[inhibitor][57.5 µM] | 7.6% | 13.8% | -6.8% | 3.3%
CC(=O)Nc1ccc(NC(=O)c2ccc(CN3CCc4ccccc4C3)cc2)cc1 | -10.9% | -15.4% | -2.3% | i | 6.5% | 1.6% | 9.2% | 0.1%
C/C(CC(=O)NC(C)C)=N\NC(=O)C(c1ccccc1)c1ccccc1 | 7.7% | 4.5% | -15.2% | i | -0.3% | -0.7% | -16.8%[0.397 µM] | -2.9%
COc1ccc(C2CC(c3ccc(Cl)cc3)n3nc(N)nc3N2)cc1 (stereo not drawn) | 2.6% | 5.5% | 6.4% | i | 8.7% | 7.3% | 27.6% | -3.1%
CC(C)(C)n1ncc2c(=O)n(Cc3ccc(Cl)c(Cl)c3)cnc21 | -17.8% | 5.1% | 12.1% | i | 9.8% | 14.2% | 18.4% | 0.7%
Nc1ncn(C(=O)c2ccco2)n1 | -13.1% | 0.6% | 0.2% | i | 6.8% | 1.1% | 12.7% | 6.6%
O=c1nc2n(c3cc(Cl)c(S(=O)(=O)N4CCOCC4)cc13)CCCCC2 | 11.2% | 9.0% | -1.1% | -3.8%[57.5 µM] | 5.8% | -2.6% | 9.0% | 3.1%

A different layout for some results above.
CCOc1cccc(C(=O)NC(=S)Nc2ccccc2)c1
  FUS yeast rescue: ·; EPAC1 antag: -28.3%; EPAC2 antagonist: -0.9%; PTHR1 ag: -2.3%; EPAC2 agonist: 24.3%; EPAC1 ag: 11.5%; TDP43 rescue: ?; aSyn yeast inh: -4.7%
O=c1nc2n(c3cc(Cl)c(S(=O)(=O)N4CCOCC4)cc13)CCCCC2
  FUS yeast rescue: 11.2%; EPAC1 antag: 9.0%; EPAC2 antagonist: -1.1%; PTHR1 ag: -3.8%[57.5 µM]; EPAC2 agonist: 5.8%; EPAC1 ag: -2.6%; TDP43 rescue: 9.0%; aSyn yeast inh: 3.1%
